Assay outcomes (PubChem)
D1 PAM: Potentiators of Human D1 Dopamine Receptor: qHTS; D(1A) dopamine receptor (Homo sapiens), P21728; HEK293 TREx D1 cells, calcium flux, dopamine EC20 potentiation; potentiation, % at 10 µM; hit rate 0.036% among 360,000; in the data active = potentiation above about 30%; also: 0% is about no effect
Target sequence (P21728 whole entry, looked up): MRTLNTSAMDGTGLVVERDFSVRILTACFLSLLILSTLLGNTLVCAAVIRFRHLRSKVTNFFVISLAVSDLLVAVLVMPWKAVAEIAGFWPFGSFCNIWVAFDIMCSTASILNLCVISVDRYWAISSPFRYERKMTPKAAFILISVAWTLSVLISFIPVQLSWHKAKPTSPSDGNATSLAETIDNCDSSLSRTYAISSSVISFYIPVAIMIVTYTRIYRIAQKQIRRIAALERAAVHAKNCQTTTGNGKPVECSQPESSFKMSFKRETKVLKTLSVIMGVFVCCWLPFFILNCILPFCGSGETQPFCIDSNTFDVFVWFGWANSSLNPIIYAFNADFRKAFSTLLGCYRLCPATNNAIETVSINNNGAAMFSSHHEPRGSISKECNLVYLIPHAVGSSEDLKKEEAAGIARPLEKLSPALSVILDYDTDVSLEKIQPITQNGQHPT
LDHA inh: qHTS assay for inhibitors of human lactate dehydrogenase; L-lactate dehydrogenase A chain (Homo sapiens), P00338; purified LDHA, NADH/diaphorase-resazurin fluorescence; hits give low values; activity change, % (values are at about 110 or 230 µM); hit rate 0.15% among 480,000; in the data active = activity change below about -30%; inconclusive = mostly about -25% to -30%;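 also: plate controls were DMSO wells for no effect and wells without enzyme for full effect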
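LDH5 2 nM; NADH 0.06 mM, pyruvate 0.2 mM; 200 mM Tris pH 7.4, EDTA, Tween-20; 5 min RT. Detection: diaphorase 0.133 mg/mL + resazurin 37 µM, fluorescence ex540/em590 at 0 and 20 min; normalized to enzyme-free and DMSO wells.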
Vif-A3G inh: qHTS for Inhibitors of Vif-A3G Interactions: qHTS; DNA dC->dU-editing enzyme APOBEC-3G (Homo sapiens), Q9HC16; HeLa A3G-eYFP + Vif (tagged APOBEC3G with the HIV-1 protein that degrades it), YFP fluorescence, overnight; Potency, µM (titrated, usually from 46.1 µM), for inactives: at the top dose activity, negative = active, actives largely listed as inhibitors; hit rate 0.076% among 410,000; AID 602310, 2012;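 also: potency is read from the fitted curve at half-maximal effect; % is scaled to controls: 0 for no effect and ±100 for the full control effect; nearly all actives have a fitted effect of over 60% in size; hits raise eYFP signal because A3G escapes Vif-driven loss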
Target sequence (Q9HC16 whole entry, looked up): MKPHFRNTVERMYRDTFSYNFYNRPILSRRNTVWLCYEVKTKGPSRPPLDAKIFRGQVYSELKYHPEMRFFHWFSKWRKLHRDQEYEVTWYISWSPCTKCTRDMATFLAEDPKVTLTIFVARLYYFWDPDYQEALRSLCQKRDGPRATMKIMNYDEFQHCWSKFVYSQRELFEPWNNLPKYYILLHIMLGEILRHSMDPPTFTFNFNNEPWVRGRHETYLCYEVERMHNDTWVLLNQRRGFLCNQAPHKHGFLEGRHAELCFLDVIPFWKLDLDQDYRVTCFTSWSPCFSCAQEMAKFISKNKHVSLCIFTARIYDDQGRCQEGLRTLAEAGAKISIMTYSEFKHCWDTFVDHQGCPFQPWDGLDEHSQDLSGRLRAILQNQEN
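Read-out is eYFP fluorescence (Ex 488/Em 500-530) from Vif-expressing HeLa A3G-eYFP cells; more signal means A3G escaped Vif-mediated degradation. Cells plated overnight, compound pinned in, incubated overnight at 37 deg C.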
Vif-A3F inh: qHTS for Inhibitors of Vif-A3F Interactions: qHTS. HeLa A3F-eYFP + Vif (tagged APOBEC3F with the HIV-1 protein that degrades it), YFP fluorescence increase. AID 602313, 2012. Potency, µM (series often up to 46.1 µM), for inactives: at the top dose activity, negative = active. hit rate 0.2% among 390,000; also: potency is read from the fitted curve at half-maximal effect; % of control where 0% means no effect; nearly all actives have a fitted effect of over 65% in size
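HeLa cells stably expressing Vif plus C-terminally eYFP-tagged A3F were seeded, incubated overnight at 37 deg C, dosed with compound, incubated overnight again at 37 deg C. Yellow fluorescence (Ex 488/Em 500-530) reported blocked Vif-mediated A3F-eYFP degradation.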
GRP78 ERSR act: qHTS for Inducers of the Endoplasmic Reticulum Stress Response (ERSR) in Human Glioma: qHTS. U87-MG GRP78 promoter luciferase reporter, 16 h. Potency, µM, for inactives: at the highest dose activation, actives largely listed as activators. hit rate 0.02% among 420,000. AID 602332, 2012; also: potency is read from the fitted curve at half-maximal effect; series mostly up to about 76 µM; % of control where 0% means no effect; nearly all actives have a fitted effect of over 35% in size
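Stably transfected U87-MG glioma cells carrying a GRP78-based luciferase sensor; 16 h compound incubation. Luminescence end-point read 10 min after Bright-Glo addition at room temperature.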
D1 ag: Allosteric Agonists of the Human D1 Dopamine Receptor: qHTS; D(1A) dopamine receptor (Homo sapiens), P21728; HEK293 T-REx D1 cells, calcium flux, agonist mode; activation, % at 2 µM; hit rate 1% among 360,000; in the data active = activation above about 30%; also: 0% is about no effect
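Tetracycline-induced HEK293 TREx D1 cells, force-coupled to calcium signalling, were dye-loaded with a no-wash calcium kit. Compound was pin-added after a 10 s baseline. Fluorescence was read kinetically at 1 cycle/s for 180 s, with calcium rises flagged as agonism.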
D1 antagonist: Antagonist of Human D 1 Dopamine Receptor: qHTS; D(1A) dopamine receptor (Homo sapiens), P21728; HEK293 TREx D1 cells, calcium flux, dopamine EC80; hits give low values; activity change, negative = inhibition, % at 10 µM; hit rate 3.2% among 360,000; AID 504652, 2011; in the data active = activity change below about -30%; also: % is scaled to controls: 0 for no effect and ±100 for the full control effect
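Allosteric or orthosteric antagonism assessed as attenuation of the calcium response to EC80 dopamine, added 180 s after compound, in induced HEK293 Trex D1 cells loaded with no-wash calcium dye.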
D2 PAM: HTS Assay for Positive Allosteric Modulators of the Human D2 Dopamine Receptor: Primary Screen for Potentiators; D(2) dopamine receptor (Homo sapiens), P14416; HEK293 T-REx D2, calcium flux, EC20 dopamine potentiation; potentiation, % at 10 µM; hit rate 0.34% among 340,000;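 active = potentiation over 3 SD above the plate norm, cut at about 30% in these data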; also: 0% is about no effect
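Calcium flux readout, no-wash dye, 1 read/s. Inducible HEK293 Trex D2 line, overnight 30 C. Compound alone 180 s (agonist flags), then EC20 dopamine, another 180 s to score potentiation.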
RXFP1 ag: qHTS Assay for Agonists of the Relaxin Receptor RXFP1; Relaxin receptor 1 (Homo sapiens), Q9HBX9; HEK293T-RXFP1 cAMP TR-FRET, 30 min; response scale: percent of porcine relaxin response, buffer zero; Potency, µM (series often up to 57.5 µM), for the others: at the highest dose activation, usual class: activators; hit rate 0.3% among 370,000; AID 2676, 2010; also: potency is read from the fitted curve at half-maximal effect; % is scaled to controls: 0 for no effect and ±100 for the full control effect; nearly all actives have a fitted effect of over 60% in size; many of its hits are not listed in these tables
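Agonist response is measured as cAMP accumulation in an RXFP1-transfected HEK293T line under PDE4 inhibition. Values are scaled between buffer-only and 29 nM porcine relaxin, and EC50s come from standard Hill equation fits.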
Numbers without * were called inactive; ? = inconclusive; . = not tested or not shown; & = joins results of further samples. Unless noted, calls follow the shape of the dose curve; as a rule, active = well fitted curve in the direction sought with a large enough effect; inconclusive = small, poorly fitted or top-dose-only effect, or another doubt; inactive = no such curve, though single readings can be large; an effect the other way counts as inactive or inconclusive. Only part of the results is shown, so the mix of outcomes need not match the whole.

SMILES	D1 PAM	LDHA inh	Vif-A3G inh	Vif-A3F inh	GRP78 ERSR act	D1 ag	D1 antagonist	D2 PAM	RXFP1 ag
COc1cc(NC(=O)c2ccc(Cl)cc2)c(OC)cc1NC(=O)CN1CCOCC1	-3	-3	-1%	-7%	-3%	0	-9	5	1.4%
COCCNC(=O)COC(=O)c1ccc(OCC(=O)Nc2ccccc2OC)c(OC)c1	-4	-12	0%	0%	0%	2	-16	20	-1.1%
CC1(C)CC(=O)C2=C(C1)N(Cc1cccnc1)C(=O)C2(NC(=O)C1CC1)C(F)(F)F (centres undefined)	14	6	-7%	-3%	-3%	6	-6	-8	-0.3%
CC1CC(=O)Nc2ccccc2N1C(=O)COc1ccc2ccccc2c1 (centres undefined)	.	4	0%	11%	-3%	.	.	.	.
COc1ccc(OC)c(NC(=O)CCn2cccn2)c1	-5	2	-2%	-1%	-2%	1	-6	11	0.0%
Cc1ccc2[nH]c(-c3cccc(N)c3)cc2c1	-2	1	0%	-2%	-15%	0	-10	5	1.1%
CCN(CC)CCN(C(=O)CN1C(=O)CCC1=O)c1nc2cc3c(cc2s1)OCO3	-4	0	-5%	2%	-1%	1	7	-6	-2.1%
COc1ccc(-c2cn3cc(C)ccc3n2)cc1F	-3	-5	-2%	-27%	-17%	2	-6	8	6.6%
COc1ccc(C(=O)OC(C)C(=O)NC2CCCC2)cc1S(=O)(=O)N1CCOCC1 (centres undefined)	0	3	1%	-11%	-4%	1	0	5	-1.2%
CSc1ccccc1NC(=O)CN(C)S(=O)(=O)c1ccc(F)cc1	-1	0	0%	1%	-3%	0	1	-6	0.1%
Fc1cccc(Cl)c1Cn1nnc2c(NCc3ccncc3)ncnc21	-7	-5	-1%	0%	1%	7	-19	.	0.2%
CCN(CC)S(=O)(=O)c1ccc(N2CCCC2)c(NC(=O)CSCc2c(C)noc2C)c1	.	3	6%	-4%	-5%	.	.	.	.
CCCCCC(=O)Nc1ccc(Cl)cn1	.	-3	0%	-2%	7%	.	.	.	-3.5%
Cc1nn(CCCC(=O)Nc2cccc(F)c2)c(=O)c2c1sc1ccccc12	-1	-2	2%	2%	-4%	3	5	-2	2.6%
COc1ccc(-c2cc(C)no2)cc1S(=O)(=O)N1CC(=O)Nc2ccccc21	-1	-3	?	?	12%	5	-3	2	-0.8%
CCN1CCCC(CO)(Cc2ccccc2)C1 (centres undefined)	-6	-8	1%	-8%	-3%	2	-6	-14	0.9%
O=C(NC1=NCCS1)c1ccc(Cl)c(S(=O)(=O)N2CCCCC2)c1	2	0	2%	-6%	1%	1	-10	10	0.7%
Nc1nonc1-n1nnc(C(=O)N/N=C/c2ccc(OCc3cccc(Cl)c3)cc2)c1CN1CCCCC1	-4	-2	1%	3%	5%	4	9	-6	0.1%
Cc1ccc(C(=O)Nc2nc(-c3ccc(F)cc3)cs2)o1	-6	-1	1%	13%	5%	2	-48*	8	-0.4%
COCc1cc(C)nc(NCCO)c1C#N	-1	-9	-5%	.	-3%	0	-6	-1	-0.1%
O=C(Cn1nc(C(F)(F)F)c2c1CCCC2)N1CCOCC1	0	-7	1%	3%	-4%	1	-7	1	-5.4%
O=C(OCC(=O)N1CCOCC1)c1cccc(S(=O)(=O)Nc2ccc(F)cc2)c1	-2	-2	2%	4%	-2%	4	0	4	-1.6%
O=C(NC(=S)N1CCN(Cc2ccccc2)CC1)c1ccco1	3	3	2%	-18%	-4%	3	0	-4	3.9%
CN1CC(=O)N(CC(=O)Nc2ccc(N(C)C)cc2)c2ccccc2C1=O	-7	17	0%	3%	-1%	1	2	-5	1.9%
Cc1cc(NC(=O)CSc2nnc3c(C)cc4c(C)ccc(C)c4n23)no1	4	-3	?	-4%	-6%	2	9	-2	0.9%
SMILES	D1 PAM	LDHA inh	Vif-A3G inh	Vif-A3F inh	GRP78 ERSR act	D1 ag	D1 antagonist	D2 PAM	RXFP1 ag
CCOCCCNCc1cc(Cl)cc(Cl)c1OCC	-6	-1	0%	6%	-2%	4	.	-5	-2.7%
O=C(CCCOc1ccccc1)Nc1ccc(Cl)c(S(=O)(=O)N2CCOCC2)c1	.	-5	1%	6%	-2%	.	.	.	.
Cc1cccc(OCC(=O)Nc2nonc2-c2ccc(Br)cc2)c1C	-1	-9	.	.	.	-1	6	-1	-0.8%
Cc1c(NC(=O)C(C)OC(=O)CNC(=O)c2ccc(C(C)(C)C)cc2)c(=O)n(-c2ccccc2)n1C (centres undefined)	0	-4	1%	5%	-1%	3	9	-2	0.9%
Cc1cccc(NC(=S)N2CCN(S(=O)(=O)c3ccc(F)cc3)CC2)c1	-3	-2	1%	-6%	-6%	8	-15	-9	3.1%
OCC[C@@H]1C[C@H](O)[C@@H](O)[C@@]2(OCc3ccccc32)O1	-2	-3	2%	2%	-6%	1	-13	.	-1.3%
COc1ccc(OC)c2c1cc(C(=O)N[C@H](C(=O)N1CCC[C@H]1C(=O)O)C(C)C)n2C	-8	12	-5%	1%	1%	-1	11	7	2.9%
Cc1cc(NC(=O)CCC(=O)N(CCC(C)C)C(C(=O)NC2CCCC2)c2cccnc2)no1 (centres undefined)	1	-10	6%	2%	-1%	1	-18	-2	2.3%
COCCCN1C(=O)c2ccc(C(=O)OCC(=O)NCCc3ccccc3)cc2C1=O	-5	-8	0%	1%	-1%	0	2	-2	1.3%
COc1ccc(/C=C/c2nc3ccccc3n2Cc2ccc(OC)c(OC)c2)cc1	-5	-2	0%	2%	-4%	1	34	11	7.7%
COc1ccc(C(=O)c2ccc(Cl)cc2)c2ccccc12	10	-8	?	-7%	-4%	5	7	-2	2.1%
CC1CCCCN1C(=S)Nc1ccc2nc3n(c(=O)c2c1)CCCCC3 (centres undefined)	-3	-3	0%	-2%	-2%	1	2	-5	7.2%
COc1cc2cnc(C3=CCCCC3)cc2cc1OC	.	8	0%	6%	?	.	.	.	.
COc1ccc(CNS(=O)(=O)c2cc(Br)cc3c2N(C(C)=O)C(C)C3)cc1 (centres undefined)	-6&1	1&-2	2%&2%	6%&-6%	-5%&-3%	1&4	-5&7	-17	-1.6%&-2.2%
Cc1ccccc1C(=O)NNC(=O)C1CC(=O)N(Cc2ccccc2)C1 (centres undefined)	-3	-1	2%	8%	-1%	2	-4	12	-0.5%
C/C(=N\Nc1ncc(Cl)cc1Cl)c1ccc(N2CCOCC2)cc1	-7	5	-2%	?	4%	-1	7	-3	1.6%
COC(=O)c1oc(-c2ccccc2)nc1C	18	-5	5%	-13%	7%	4	9	2	0.5%
O=C(COC(=O)CCC(=O)c1cccs1)Nc1cccc(S(=O)(=O)N2CCOCC2)c1	0	-9	1%	0%	-3%	2	10	10	1.8%
O=C(CCCOc1ccccc1)Nc1ccc2c(c1)OCCO2	-5	-11	3%	1%	1%	2	-4	1	0.3%
O=C1CCCN2N=C(SCC(=O)N3CCCCC3)SC2=N1	5	-3	-5%	-12%	-2%	2	6	.	0.1%
Cc1ccc(SCC(=O)N2c3ccccc3Sc3ccccc32)cc1	-2	-2	0%	.	-5%	14	2	0	0.8%
CCn1c(SCC(=O)Nc2cccc(C)c2)nc2c(c1=O)SC(C)C2 (centres undefined)	0	-3	-3%	-7%	-3%	2	-2	12	0.3%
Nc1c(C(=O)CSc2nnc(Cc3ccccc3)o2)c(=O)[nH]c(=O)n1C1CC1	3	-4	2%	?	-2%	1	28	2	1.4%
O=C(COC(=O)Cc1cccc(C(F)(F)F)c1)Nc1cccc2ccccc12	-1	-4	-2%	10%	-3%	0	-4	14	-0.5%
COc1ccc(CCc2nnc(CCC(=O)NCCc3ncccc3C)o2)cc1	-2	-3	3%	-1%	-3%	2	-18	11	-0.2%
SMILES	D1 PAM	LDHA inh	Vif-A3G inh	Vif-A3F inh	GRP78 ERSR act	D1 ag	D1 antagonist	D2 PAM	RXFP1 ag
O=C(CSc1nnc(-c2cnccn2)n1Cc1ccco1)c1ccc2ccccc2c1	-2	-2	-1%	-7%	-1%	3	-5	-2	3.8%
NC(=O)[C@@H]1CCOc2c(I)cc([N+](=O)[O-])cc2C(=O)N[C@@H](CO)C(=O)NCC(=O)N1	-4	-1	-2%	10%	-6%	-1	-6	0	3.1%
Cc1ccc(CCNC(=O)C2CCN(S(=O)(=O)N3CCC4(CC3)OCCO4)CC2)cc1	0	-9	1%	-3%	-4%	3	-5	.	2.0%
Cc1ccc(C(=O)NC(C)c2ccccc2)o1 (centres undefined)	-4	-10	1%	2%	4%	-2	3	-15	0.5%
C/C(=N/NC(=O)c1ccoc1C)c1ccc(NC(=O)c2ccncc2)cc1	-4	-2	-7%	1%	-3%	-1	-6	-6	0.6%
CC(=O)N1CCc2cc(S(=O)(=O)NCCCN3CCN(Cc4ccccc4)CC3)ccc21	1	0	1%	2%	0%	1	-14	-22	0.0%
CC(C)Cc1nn2c(=O)cc(COC(=O)c3cccc(NC(=O)CCc4ccccc4)c3)nc2s1	0	-3	-3%	-2%	-3%	4	0	6	1.9%
Cc1nc2ccc(NC(=S)NC3CC3)cc2nc1C	-6	-7	0%	-29%	-2%	2	3	-2	7.3%
CCOc1ccc(CCNS(=O)(=O)c2c(C)nc3sc(C)cn3c2=O)cc1OCC	-5	3&-1	3%	0%	-4%	0	-16	3	0.0%
CCOc1cc(N2CCOCC2)c(OCC)cc1NC(=O)c1nc2nccc(C)n2n1	-4	.	.	.	.	1	14	.	0.0%
CCc1ccc(C(C(=O)NCc2ccc(F)cc2)N(C(=O)c2csnn2)C2CC2)cc1 (centres undefined)	.	-1	-5%	-1%	-4%	5	1	3	1.2%
